Nrf2 block: Nrf2 qHTS screen for inhibitors; AID 504444, 2011; 2.1% of 360,000 active; Potency, µM (doses to about 46 µM), without a hit: at the highest dose activity change, negative = inhibition, most hits filed as inhibitors; A549 ARE-Fluc reporter, luciferase luminescence, 18-24 h; further: potency means the concentration at half of the fitted maximal effect; on the % scale 0 is the no-effect control and ±100 the full control effect; nearly all actives have a fitted effect of over 60% in size
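Reporter: ARE-Fluc in A549. Exposure: 18-24 h, 37 °C, 5% CO2, 5% FBS OPTI-MEM. Readouts: fluorescent cytotoxicity (CellTiter-Fluor), then luminescent Nrf2 signal after BugLite.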
S2 tox: Viability Counterscreen for Primary qHTS for Inhibitors of ATXN expression; S2 cells (HEK-293 line with an ATXN2-luciferase reporter) viability, CellTiter-Fluor protease fluorescence, 24 h; Potency, µM (doses to about 56.7 µM), usual class: cytotoxic; 0.49% of 400,000 active; further: potency means the concentration at half of the fitted maximal effect; nearly all actives have a fitted effect of over 40% in size
Nrf2 activator: qHTS of Nrf2 Activators. AREc32 ARE-luciferase reporter (MCF7-derived line), luminescence, 24 h. Potency, µM (top dose mostly 46.1 µM), for inactives: at the highest dose activation, usual class: activators. 0.31% of 410,000 active; further: potency means the concentration at half of the fitted maximal effect; % of control where 0% means no effect; nearly all actives have a fitted effect of over 65% in size
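Quantitative high-throughput format: AREc32 reporter cells, 1000 per well, received compound by pin transfer and were incubated 24 hr at 37 deg C, 5% CO2, before Steady-Glo luminescence detection.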
HepG2 viability: qHTS for Inhibitors of TGF-b: Cytotox Counterscreen | HepG2 CAGA-GFP viability, ATP luminescence, 18 h | Potency, µM (highest dose often 46.1 µM), without a hit: at the top dose activity change, negative = cytotoxicity, hits mostly cytotoxic | 0.76% of 410,000 active | AID 588856, 2011; further: potency means the concentration at half of the fitted maximal effect; some results filed as inactive show a strong effect at the top dose
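HepG2 CAGA-GFP cells (1000/well, DMEM with 1% FBS) received compound, then TGF-beta at 500 pg/mL final, and were incubated 18 hours at 37 degrees C. Viability was read by CellTiter-Glo luminescence. Media-only wells were set as complete cell-killing and DMSO as no toxicity.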
A549 tox: Nrf2 qHTS screen for inhibitors: counterscreen for cytotoxicity. A549 ARE-Fluc cells, CellTiter-Fluor viability, 18-24 h. Potency, µM (highest dose often 46 µM), for the others: at the top dose activity change, negative = cytotoxicity, hits mostly inhibitors. 0.16% of 390,000 active. AID 504648, 2011; further: potency means the concentration at half of the fitted maximal effect; on the % scale 0 is the no-effect control and ±100 the full control effect
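A549 ARE_Fluc cells in 5% FBS OPTI-MEM were exposed to compounds in concentration-response for 18-24 h at 37 deg C. Viability was read by CellTiter-Fluor fluorescence (Ex 405/Em 525) after 30 min, before the luciferase read.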
IL1B secr inh: qHTS for Inhibitors of Inflammasome Signaling: IL-1-beta AlphaLISA Primary Screen. THP-1 LPS/ATP IL-1B secretion, AlphaLISA, 16 h; stronger effect = lower value. activity change, % at 57.5 µM. AID 743279, 2014. 4.7% of 360,000 active; in the data active means activity change below about -50%; inconclusive means mostly about -30% to -49%; further: on the % scale 0 is the no-effect control and ±100 the full control effect
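Secreted IL-1B measured by AlphaLISA bead assay after 16 h compound exposure of THP-1 cells; compounds (final up to 57.5 uM) added 1 h before LPS (250 ng/mL) and ATP (1.25 mM) stimulation; lower signal means less secretion.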
ATXN2 expr inh: Primary qHTS for Inhibitors of ATXN expression | Potency, µM (series often up to 57 µM), inactives show top-dose activity change, negative = inhibition, hits mostly inhibitors | 0.72% of 360,000 active | HEK-293 ATXN2-luciferase reporter, luminescence, 24 h; further: potency means the concentration at half of the fitted maximal effect; on the % scale 0 is the no-effect control and ±100 the full control effect; nearly all actives have a fitted effect of over 55% in size
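ATXN2-luciferase reporter cells (luciferase flanked by upstream and downstream ATXN2 gene portions) were treated 24 h at 37 °C with compounds at up to 57 uM. SteadyGlo luminescence gave expression; GF-AFC fluorescence gave viability.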
MCF10A rerep: A quantitative high throughput screen for small molecules that induce DNA re-replication in MCF 10a normal breast cells | 2.9% of 350,000 active | AID 624296, 2012 | MCF 10A DNA re-replication, Hoechst nuclear intensity, 48 h | Potency, µM (series often up to 46.1 µM), without a hit: at the highest dose activity, positive = re-replication, usual class: activators; further: potency means the concentration at half of the fitted maximal effect; % of control where 0% means no effect; nearly all actives have a fitted effect of over 50% in size
TGFb SMAD3 inh: qHTS for Inhibitors of TGF-b | HepG2 CAGA-GFP TGF-b/SMAD3 reporter, GFP fluorescence, 18 h; TGF-beta stimulated, 500 pg/mL final | Potency, µM (series often up to 46.1 µM), for inactives: top-dose activity, negative = inhibition, hits mostly inhibitors | 1.2% of 410,000 active; further: potency means the concentration at half of the fitted maximal effect; on the % scale 0 is the no-effect control and ±100 the full control effect; nearly all actives have a fitted effect of over 65% in size
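Read-out: total well GFP (ex488/em500-530) summed from mean per-cell fluorescence. Cells: HEPG2 CAGA-GFP, 1% FBS DMEM, 18 h at 37 degrees C with 500 pg/mL final TGF-beta. Unstimulated wells served as the full-inhibition control; stimulated DMSO wells = 0%.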
* marks the source's active call; other numbers are inactive results; i = inactive; ? = inconclusive; . = not tested or not shown; & = joins results of further samples; [ ] = dose if it differs, or a comment. Unless noted, the call rests on the fitted dose curve; in most records, active means well fitted curve in the direction sought with a large enough effect; inconclusive means small, poorly fitted or top-dose-only effect, or another doubt; inactive means no such curve, though single readings can be large; an effect the other way counts as inactive or inconclusive.

SMILES | Nrf2 block | S2 tox | Nrf2 activator | HepG2 viability | A549 tox | IL1B secr inh | ATXN2 expr inh | MCF10A rerep | TGFb SMAD3 inh
O=C(O)c1ccc(Nc2cc(Cl)c3nonc3c2[N+](=O)[O-])cc1 | 2% | ? | -0.1% | 2% | -30% | 5 | -22% | -6% | 1%
Cc1ccc(-c2nnc(Nc3ccc4c(c3)OCO4)c3ccccc23)cc1S(N)(=O)=O | ? | i | 3.8% | 2% | -6% | -17 | -13% | -3% | ?
Cc1ccc(NC(=O)c2ccc(Cl)c(N3C(=O)C=CC3=O)c2)cc1 | -6% | ? | 15% | -100% | -7% | -56* | ? | 15µM* | ?
CCC(c1nnc(SCC(=O)Nc2nnc(-c3ccccc3)o2)n1Cc1ccccc1)N(C)C (stereo unspecified) | 4% | i | 0.4% | -16% | -3% | 14 | -7% | 15% | 9%
CC1=C(C(=O)OCc2ccc3c(c2)OCO3)C(c2ccc(F)cc2)NC(=O)N1 (stereo unspecified) | 4.1µM* | ? | 0.7% | -22% | -21% | -6 | ? | 2% | -28%
C/C=C\C=C/C(=O)Nc1cccc(C2=NOC3(C2)C[C@H](C(N)=O)N(C(=O)Cc2ccc([N+](=O)[O-])cc2)C3)c1 (stereo partly specified) | 1% | i | 0.2% | 4% | 11% | -16 | -4% | -7% | -6%
CC(=O)c1cccc(NC(=O)c2c(F)c(F)c(F)c(F)c2F)c1 | 0% | i | ? | -32% | -2% | -29 | 6% | 17% | 9%
Cc1ccc(S(=O)(=O)CCC(=O)OC(C)C(=O)NC2CCCCC2C)cc1 (stereo unspecified) | 8% | i | -0.4% | -4% | 5% | 13 | 6% | 3% | -12%
Cc1cc(Oc2ccc(Cl)cc2)nc(-c2ccccc2O)n1 | 20% | i | -0.9% | 2% | 4% | 17 | 5% | ? | 3%
Cc1cccc(OCc2nnc(SCC(=O)O)n2-c2ccccc2)c1 | 4% | . | 0.4% | -6% | 1% | -26 | -16% | 4% | -8%
O=C(NC1CCCCC1)C(=S)NCCc1ccccc1 | ? | i | 0.5% | -6% | 7% | -10 | -5%[2.22 µM] | ? | 5%
CCN(C(=O)CSc1ncccn1)C1CCS(=O)(=O)C1 (stereo unspecified) | -10% | i | 0.4% | 0% | 3% | -9 | -11% | 13% | 6%
CCOc1ccccc1OCCOCCOc1c(Cl)cccc1Cl | -15% | i | -0.2% | -29% | 23% | 3 | 3% | ? | 14%
CCN(c1ccccc1)c1nnc(NC(=O)Nc2ccc(C)cc2)s1 | 2% | . | 0.4% | -26% | 17% | . | . | . | 2%
CSC1=NC(C)(C)C=C(/C=C/c2ccc(Cl)cc2)N1 | -2% | ? | 5.6µM* | -19% | -1% | -101* | ? | 16µM* | ?
CC(C)C(=O)Nc1nnc(S(=O)(=O)N2CCc3ccccc32)s1 | 20%&0% | i | -0.3%&0.5% | -18%&5% | 12%&-3% | 7 | -4%&10% | 1% | 0%&-34%
Cc1cccc(NC(=O)Nc2cccc(Oc3c(F)c(F)c(F)c(F)c3F)c2)c1 | ? | ? | 3.7% | -45% | -26% | ? | -33% | -2% | ?
COc1ccc(NC(=S)N(CCc2c(C)[nH]c3ccc(C)cc23)Cc2cccnc2)cc1 | 21µM* | ? | 4.7% | -26% | ? | -15 | ? | 0% | -16%
CC(C)Cc1nnc(NC(=O)CCC(=O)NC2CC2)s1 | 17% | ? | 0.3% | 0% | -3% | 1 | . | -10% | 5%
O=C(CSc1nnnn1-c1cccc2c1CCCC2)N1CCCCC1 | ? | i | -0.3% | -22% | -21% | 35 | 1% | 19% | ?
NS(=O)(=O)c1ccc(CCNC(=O)c2cnc(Cl)c(Cl)c2)cc1 | 1% | i | -0.4% | 5% | -3% | 11 | -13% | -15% | 33%[activator]
CCc1ccc(-c2cc(C)no2)cc1S(=O)(=O)N1CCN(c2cccc(Cl)c2)CC1 | ? | . | -0.9% | 5% | -2% | . | . | . | -12%
CC(C)[C@H](NC(=O)N1CC(=O)Nc2ccccc21)C(=O)N[C@H](C(=O)O)c1ccccc1 | 8% | i | 0.4% | 1% | 3% | 0 | 4% | 0% | -6%
Cc1cc(C)c2c(=O)n3c(nc2c1)C(Cc1ccc(O)cc1)NC(=O)c1cccnc1-3 (stereo unspecified) | . | ? | -0.3% | -32% | . | -14 | -20% | . | ?
CCOC(=O)c1c(S(=O)(=O)N2c3ccccc3CC2C)c(C)n(C)c1C (stereo unspecified) | 16% | i | -0.7% | 4% | -13% | 13 | -9% | 23% | -5%

2 successive entries from above, for reference:
SMILES | Nrf2 block | S2 tox | Nrf2 activator | HepG2 viability | A549 tox | IL1B secr inh | ATXN2 expr inh | MCF10A rerep | TGFb SMAD3 inh
O=C(O)c1ccc(Nc2cc(Cl)c3nonc3c2[N+](=O)[O-])cc1 | 2% | ? | -0.1% | 2% | -30% | 5 | -22% | -6% | 1%
Cc1ccc(-c2nnc(Nc3ccc4c(c3)OCO4)c3ccccc23)cc1S(N)(=O)=O | ? | i | 3.8% | 2% | -6% | -17 | -13% | -3% | ?

Marked active in Nrf2 activator, of those listed so far:
| compound | Nrf2 activator | IL1B secr inh | TGFb SMAD3 inh |
| --- | --- | --- | --- |
| CSC1=NC(C)(C)C=C(/C=C/c2ccc(Cl)cc2)N1 | 5.6µM* | -101* | ? |

Next records.
SMILES | Nrf2 block | S2 tox | Nrf2 activator | HepG2 viability | A549 tox | IL1B secr inh | ATXN2 expr inh | MCF10A rerep | TGFb SMAD3 inh
O=c1nc(N2CCOCC2)ccn1-c1nc(-c2ccccc2)sc1-c1ccccc1 | -6% | i | 12% | 0% | -2% | -2 | -7% | 6% | 3%
CC1=C(c2ccc(Cl)cc2)S(=O)(=O)N=C1N1CCC(C(=O)NCc2ccccc2F)CC1 | -13% | i | 1.1% | -10% | 8% | . | 2% | . | 4%
COc1ccc(C2/C=C\CN(C(=O)c3ccc(C)cc3)C(C)C(=O)N2Cc2ccc(F)cc2)cc1 (stereo unspecified) | ? | . | . | 1% | ? | . | . | . | ?
CSS(=O)(=O)c1cccc2cccnc12 | -19% | i | 9.1% | -22% | -14% | -8 | -13% | 18µM* | ?
CCc1noc(C)c1C(=O)N1CCN(S(=O)(=O)c2ccc(Br)cc2)CC1 | -10% | i | 0.3% | -1% | 5% | 20 | -12% | 6% | ?
CCOC(=O)C(CCCOc1ccc(C(C)CC)cc1)C(=O)OCC (stereo unspecified) | ? | i | -0.4% | -1% | -9% | 23 | ? | ? | 1%
CC(OC(=O)c1cccc(NS(C)(=O)=O)c1)C(=O)Nc1ccc2c(c1)OCO2 (stereo unspecified) | 23µM* | i | -0.2% | -22% | -6% | -1 | -9% | 2% | -24%
CC(C)(C)c1cc(CNC(=O)C2CCC(=O)N(Cc3ccccc3F)C2)[nH]n1 (stereo unspecified) | . | i | -0.1% | -5% | . | -5 | . | . | 3%
CCOc1ccc(CNC(=O)c2ccc3c(c2)sc2nc(-c4ccccc4)cn23)cc1 | 12% | . | 4.7% | 4% | 23% | . | . | . | -6%
O=[N+]([O-])c1ccc(OCCn2cncn2)cc1 | 2% | i | -0.8% | 10% | -2% | 16 | . | -5% | -1%
COc1cc(C(=O)OCC#N)ccc1OCc1c(C)noc1C | 11% | i | -0.2% | -9% | -6% | 81 | . | 4.1µM* | ?
COC(=O)[C@]12CCCCC=C1N(Cc1ccc(Cl)cc1Cl)C(=O)[C@H](CC(=O)N1CCN(C(=O)c3ccco3)CC1)C2 | . | ? | 3.8% | . | . | -17 | -30% | . | .
CCOCCCNC(=O)c1ccc2c(=O)n(Cc3ccc(OC)cc3)c(=O)[nH]c2c1 | ? | i | -0.1% | 25% | 5% | ? | . | 2% | 11%
CC(C)OCCCNC(=O)c1ccc(CS(=O)(=O)c2cccc(C(F)(F)F)c2)o1 | 1% | i | -0.6% | 2% | 1% | -11 | -4% | 0% | 0%
CC1(C)Oc2ccc3ccc(=O)oc3c2/C(=C/NNC(N)=O)C1=O | ? | i | 8.4% | 0% | -1% | -2 | . | 0% | 10%
CC(C)(C)c1ccc(S(=O)(=O)N2CC(C(=O)O)Oc3ccc(Cl)cc32)cc1 (stereo unspecified) | 1% | i | -0.5% | -5% | 3% | 19 | 0% | ? | 0%
CN(C)CC(C)(C)CNS(=O)(=O)c1ccc(Cl)cc1 | 2% | i | 0.0% | -43% | 2% | -3 | -19% | 1% | -28%
O=C(NCC(c1ccco1)N1CCc2ccccc2C1)c1ccccc1 (stereo unspecified) | 3% | i | -0.6% | -3% | 3% | -7 | 8% | 1% | 3%
O=C(Nc1cccnc1)Nc1cccc(F)c1 | 6% | . | 6.7% | -1% | -3% | 19 | . | 7% | -4%
CC1Cc2cc(/C(O)=C3/C(=O)C(=O)N(CCN4CCOCC4)C3c3cccc(Cl)c3)ccc2O1 (stereo unspecified) | 6% | i | 1.9% | 7% | -5% | 13 | -9% | -2% | ?
O=C1CN(c2ccc(Br)cc2)C(=O)N1CC(=O)N1CCCc2ccccc21 | ? | i | 0.3% | -34% | -27% | ? | -9% | -8% | ?
CCCN(CC(=O)Nc1ccccc1C)C(=O)C1CC(=O)N(c2ccccc2C(C)CC)C1 (stereo unspecified) | 4% | i | -0.2% | 2% | -4% | 11 | . | 1% | 4%
CCC(C(=O)NC1CCCC1)n1nc(C)n2c(cc3occc32)c1=O (stereo unspecified) | -5% | i | 0.1% | 10% | -7% | 8 | 4% | 7% | 16%
O=C(C(c1ccccc1)c1ccccc1)N1CCCc2ccccc21 | -8% | i | 0.1% | -2% | -5% | 14 | 31% | ? | 1%
O=C(Nc1ccccc1Oc1ccccc1)C1=COCCO1 | 4% | i | -0.9% | -4% | 12% | 13 | 7% | 3% | -4%

High-throughput results from PubChem.
